BCR signal inh = blocks chronic active B-cell receptor signaling | AID 493014 | Potency, µM (doses to about 46.1 µM), inactives show at the top dose ratio change, negative = lower green/red ratio, hits mostly inhibitors | 340,000 compounds, 0.05% hits | ABC-DLBCL IkBa-CBG/CBR reporter, luminescence ratio, 4 h; active means well fitted inhibition curve with a large enough effect in the signal ratio, with a control signal flat, not every such curve was filed as active; inconclusive means small, poorly fitted or top-dose-only effect, or effect the other way, or a change in a side signal; the % refers to the signal ratio;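 further: potency means the concentration at half of the fitted maximal effect; plate controls were basal doxycycline-induced cells for no effect and cells given 10 µM MG132 for full effect; MG132 reads +100%, hits lower the ratio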
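Cell line TMD8 (human ABC DLBCL), stably expressing tet-inducible CBG68-IkBa fusion and CBR; IMDM/0.5% FBS; cpd up to 46 uM; dox induction, 4 h, 37C/5% CO2; dual luminescence; green/red ratio; MG132 control.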
CXXC DNA block = inhibitors of human MLL CXXC domain-DNA interaction | AID 2662 | Potency, µM (top dose mostly 115 µM), for inactives: at the top dose activity change, negative = inhibition, actives largely listed as inhibitors | MLL-CXXC / FITC-HOXA9 DNA fluorescence polarization | Q03164 | 290,000 compounds, 0.037% hits; active means well fitted inhibition curve with a large enough effect in the polarisation, with a control signal flat, not every such curve was filed as active; inconclusive means small, poorly fitted or top-dose-only effect, or effect the other way, or a change in a side signal; inactive means no such curve, though single readings can be large or run the other way; the % refers to the polarisation; further: potency means the concentration at half of the fitted maximal effect
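Steps: dispense CXXC domain solution (7 uM) → pin compounds or unlabeled HOX-A9 DNA control → 5 min ambient → add FLSN-HOX-A9 solution (50 nM) → spin → 30 min ambient → fluorescence polarization. Tris pH 7.5/NaCl/DTT/BSA buffer.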
TCR activator = T cell receptor activation. primary human leukocytes, anti-CD3, IL-2 HTRF, 48 h. Potency, µM (series often up to 9.22 µM), inactives show at the top dose activation of IL-2 secretion, usual class: activators. 330,000 tested, under 10 active. AID 504894; further: % of control where 0% means no effect
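Primary human leukocytes incubated 48 hr with anti-CD3 beads plus compound, without co-stimulation. Secreted IL-2 measured by HTRF (europium cryptate/d2 anti-IL-2 pair, 320 nm excitation, 665 nm emission).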
Tb PFK block = T. brucei PFK enzyme inhibition; O15648; Potency, µM (titrated, usually from 57.5 µM), without a hit: top-dose activity, negative = inhibition, hits mostly inhibitors; 330,000 compounds, 0.17% hits; T. brucei PFK, ADP-Glo luminescence;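 further: potency means the concentration at half of the fitted maximal effect; 0% = uninhibited 1x PFK enzyme wells and -100% = no-enzyme wells; nearly all actives have a fitted effect of over 60% in size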
Target sequence (O15648 whole entry, looked up): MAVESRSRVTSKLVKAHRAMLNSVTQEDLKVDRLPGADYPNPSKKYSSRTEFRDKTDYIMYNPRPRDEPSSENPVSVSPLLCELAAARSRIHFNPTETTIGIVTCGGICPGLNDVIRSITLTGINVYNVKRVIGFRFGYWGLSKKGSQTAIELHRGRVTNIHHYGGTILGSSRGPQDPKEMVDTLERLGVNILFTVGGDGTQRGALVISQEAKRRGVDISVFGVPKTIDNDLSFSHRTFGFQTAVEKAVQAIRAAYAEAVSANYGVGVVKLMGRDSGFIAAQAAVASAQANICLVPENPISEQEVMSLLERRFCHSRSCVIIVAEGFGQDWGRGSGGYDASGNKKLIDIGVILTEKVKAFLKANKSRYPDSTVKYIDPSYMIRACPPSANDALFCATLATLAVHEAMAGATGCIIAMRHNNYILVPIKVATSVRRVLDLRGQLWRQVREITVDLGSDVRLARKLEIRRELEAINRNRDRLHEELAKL
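PFK 1.25 nM, F6P 0.5 mM, ATP 0.1 mM, 0.1 M TEA pH 8.0, 5 mM MgCl2, 0.01% Tween20, 0.1% BSA; 45 min RT. ADP-Glo readout. qHTS titration up to 57 uM; curves fitted, compounds curve-classed.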
hERG WT inh = inhibitors of human wildtype KCNH2 potassium channel; Q12809; U2OS, BacMam KCNH2, thallium flux FluxOr; hits give low values; activity change, % at 1.84 µM; 340,000 compounds, 0.37% hits; AID 720551;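 active means maximum activity change below -70%; inconclusive means maximum activity change between -70% and -50%; inactive means maximum activity change above -50%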; further: on the % scale 0 is the no-effect control and ±100 the full control effect
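U2OS cells transduced with wild-type KCNH2 virus are loaded with FluxOr dye for 45 min, and thallium flux is measured in kinetic reads before and after stimulation buffer. Rate constants are normalized to DMSO controls.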
GALK inh = blocks human galactokinase activity; Purified GALK, Kinase-Glo residual ATP luminescence; Potency, µM (titrated, usually from 57.5 µM), for inactives: at the top dose activity change, negative = inhibition, usual class: inhibitors; 270,000 compounds, 0.007% hits; AID 1868; further: potency means the concentration at half of the fitted maximal effect; on the % scale 0 is the no-effect control and ±100 the full control effect
Target sequence (P51570 whole entry, looked up): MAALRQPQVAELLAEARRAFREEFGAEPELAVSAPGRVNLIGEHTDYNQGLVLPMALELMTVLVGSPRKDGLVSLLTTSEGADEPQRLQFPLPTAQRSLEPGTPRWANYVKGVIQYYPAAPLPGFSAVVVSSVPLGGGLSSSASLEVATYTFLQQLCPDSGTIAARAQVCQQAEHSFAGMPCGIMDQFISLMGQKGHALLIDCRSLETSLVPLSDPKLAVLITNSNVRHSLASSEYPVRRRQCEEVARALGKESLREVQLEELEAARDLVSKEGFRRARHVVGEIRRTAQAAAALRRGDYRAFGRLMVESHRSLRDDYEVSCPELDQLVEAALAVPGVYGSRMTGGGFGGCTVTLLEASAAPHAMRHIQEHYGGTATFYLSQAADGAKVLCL
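GALK at 5 nM final was combined with compound, 35 uM ATP and 100 uM galactose in HEPES pH8.0 with MgCl2 and DTT. The reaction ran one hour at room temperature before luminescent ATP detection.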
A-T KAP1 phos = potential ataxia-telangiectasia treatments restoring KAP-1 phosphorylation; […] A-T fibroblasts, KAP-1 phosphorylation AlphaLISA; neocarzinostatin DNA damage 30 min before lysis; Potency, µM (series often up to 57.5 µM), for inactives: at the highest dose activation, usual class: activators; 320,000 compounds, 0.19% hits; further: potency means the concentration at half of the fitted maximal effect; % of control where 0% means no effect; nearly all actives have a fitted effect of over 45% in size
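hTERT-immortalized A-T patient fibroblasts ([…]), 500 cells/well in OPTI-MEM, 1% FBS, got compounds for 60 min, then NCS for 30 min at 37C. Lysates were then assayed for phospho-KAP-1 by AlphaLISA (anti-pKAP1 donor, anti-KAP1 acceptor beads), 6 hr at 25C.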
TSHR antag = antagonists of human thyroid stimulating hormone receptor; 330,000 compounds, 0.2% hits; P16473; TSHR-expressing cells, TSH-stimulated cAMP HTRF, 2 h; hits give low values; activity change, negative = inhibition, % at 11.5 µM;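 active means activity change below a set negative limit, meaning inhibition stronger than a set level, cut at about -70% in these data; inconclusive means activity change between two set negative limits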; further: on the % scale 0 is the no-effect control and ±100 the full control effect
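Freshly harvested TSHR cells receive pin-tooled compound, then EC80 TSH at 4nM final. After 2 hours at 37 deg C, antibody in lysis buffer and cAMP-d2 are added; 30 minutes at ambient temperature precede the HTRF read.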
Giardia killer = kills Giardia lamblia; activity change, % at 7.66 µM, hits read low; Giardia lamblia trophozoite viability; AID 540267; 340,000 compounds, 0.15% hits; in the data active means activity change below about -80%; inconclusive means between about -30% and that limit;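 further: parasites exposed to compound for two days anaerobically before the ATP read; on the % scale 0 is the no-effect control and ±100 the full control effect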
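Compounds were tested on trophozoites seeded at 100 cells/well and held 48 hrs at 37 deg C anaerobically. An ATP-based luminescent kit measured the remaining live cells.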
FBPA coupling cs = inhibits coupling enzyme system, counter-screen for aldolase hits. AID 2472. 290,000 compounds, 0.67% hits. coupling enzyme system counterscreen, AmpLite Red fluorescence. activity change, negative = inhibition, % at 58.2 µM, hits read low; in the data active means activity change below about -30%; further: on the % scale 0 is the no-effect control and ±100 the full control effect
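Counterscreen lacking aldolase: glyceraldehyde-3-phosphate coupling-enzyme reagent preincubated 10 min at RT with compound (at 57.5 uM final), then substrate/coupling system with AmpLite Red added; fluorescence read at 525/598 nm after 20 min RT.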
* hit, by the source's call; ? = inconclusive; . = no result given; [ ] = another dose, or the depositor's remark. Unless noted, the call rests on the fitted dose curve; in most records, active means well fitted curve in the direction sought with a large enough effect; inconclusive means small, poorly fitted or top-dose-only effect, or another doubt; inactive means no such curve, though single readings can be large; an effect the other way counts as inactive or inconclusive.

Start of the listing, in advance (3 entries):
| Compound | BCR signal inh | CXXC DNA block | TCR activator | Tb PFK block | hERG WT inh | GALK inh | A-T KAP1 phos | TSHR antag | Giardia killer | FBPA coupling cs |
| --- | --- | --- | --- | --- | --- | --- | --- | --- | --- | --- |
| CCOC(=O)N1CCN(c2nnc(-c3ccccc3)c3ccccc23)CC1 | -1% | 20% | -3% | 1% | 20 | -1% | -9% | -9 | 6 | 2 |
| Cc1ccc(OCC(=O)NCC(=O)Nc2ccc(F)c(F)c2F)c([N+](=O)[O-])n1 | 0% | -1% | 0%[46.1 µM] | -11% | -6 | 0% | 0% | 5 | ? | 0 |
| CCC1Oc2ccccc2N(CC(=O)Nc2ccc3c(c2)OCCO3)C1=O (stereo not drawn) | 0% | -4% | 4%[46.1 µM] | 0% | 1 | -3% | 4% | -3 | -11 | 2 |

All compounds of this part (from the top)
| Compound | BCR signal inh | CXXC DNA block | TCR activator | Tb PFK block | hERG WT inh | GALK inh | A-T KAP1 phos | TSHR antag | Giardia killer | FBPA coupling cs |
| --- | --- | --- | --- | --- | --- | --- | --- | --- | --- | --- |
| CCOC(=O)N1CCN(c2nnc(-c3ccccc3)c3ccccc23)CC1 | -1% | 20% | -3% | 1% | 20 | -1% | -9% | -9 | 6 | 2 |
| Cc1ccc(OCC(=O)NCC(=O)Nc2ccc(F)c(F)c2F)c([N+](=O)[O-])n1 | 0% | -1% | 0%[46.1 µM] | -11% | -6 | 0% | 0% | 5 | ? | 0 |
| CCC1Oc2ccccc2N(CC(=O)Nc2ccc3c(c2)OCCO3)C1=O (stereo not drawn) | 0% | -4% | 4%[46.1 µM] | 0% | 1 | -3% | 4% | -3 | -11 | 2 |
| CC(=O)c1cccc(S(=O)(=O)N2CCCC(c3nc4c(nnn4Cc4ccc(C)cc4)c(=O)[nH]3)C2)c1 (stereo not drawn) | 15% | 27% | -2% | -2% | 0 | -4% | -5% | -4 | 26 | 1 |
| Cc1nn(Cc2ccccc2)c(C)c1NC(=O)CCC(=O)O | 2% | 0% | 6% | 0% | 12 | 0% | -6% | -6 | -5 | 2 |
| CCCN(Cc1cc2ccc(C)cc2[nH]c1=O)C(=O)c1ccccn1 | 4% | 0% | 8% | -12% | -7 | 9% | 5% | -11 | -1 | -32* |
| CCOC(=O)N1CCN(CC(O)COC2CC(C)CCC2C(C)C)CC1 (stereo not drawn) | ? | 3% | 1% | 1% | 3 | -2% | -1% | 20 | -4 | 1 |
| CC(C)CCN1CCN(Cc2cc(F)ccc2-n2cccn2)CC1CCO (stereo not drawn) | -2% | -2% | -8% | 2% | 6 | 1% | 4% | -1 | 2 | 0 |
| COC(=O)C1=C(C)C(c2ccc(OC)cc2OC)NC(=O)N1 (stereo not drawn) | -1% | -4% | 1% | 2% | 6 | 5% | 1% | -6 | 2 | 0 |
| CC1CCN(c2nc3ccc(C(=O)N4CCN(Cc5ccc6c(c5)OCO6)CC4)cc3s2)CC1 | ? | -4% | 5% | 5% | -9 | 1% | -1% | -24 | -10 | 3 |
| CC(=O)N1CCN(c2ccccc2NC(=S)NC(=O)c2cc3ccccc3o2)CC1 | 2% | 5% | -3% | 2% | -5 | -10% | -5% | -2 | 1 | . |
| COc1ccccc1C(=O)OCC(=O)N1CCC(Cc2ccccc2)CC1 | -4% | . | -3% | -3% | -1 | . | -5% | 1 | -5 | . |
| Cc1ccc(NC(=O)C2CCCN2C(=O)c2cccs2)cc1C (stereo not drawn) | 5% | . | 7% | 0% | 1 | . | 2% | -9 | -13 | . |
| N#C/C(=C\c1ccc(O)c([N+](=O)[O-])c1)C(=O)NCc1ccccc1 | 20% | 17% | -3% | 0% | -5 | 4% | -2% | -16 | ? | 18 |
| O=Cc1ccc(N2CCCCC2)cc1 | -1% | 8% | -1% | 2% | 0 | -3% | 1% | 3 | 19 | 2 |
| CCC(C)(C)n1nnnc1C(c1ccccc1OC)N1CCSCC1 (stereo not drawn) | -5% | 0% | 1% | 1% | -11 | -1% | 2% | 0 | 10 | 0 |
| CC1CN(C(=S)Nc2ccccc2F)CC(C)O1 (stereo not drawn) | 3% | -7% | 4% | 0% | 2 | -4% | -8% | 5 | 21 | 2 |
| C=CC[C@H](CC(=O)N[C@H](CO)Cc1ccccc1)C(=O)N[C@@H](COC(=O)[C@@H](CC=C)Cc1ccc(F)cc1)Cc1c[nH]c2ccccc12 | ? | . | -6% | 0% | -6 | . | -3% | -3 | -6 | . |
| O=C(COC(=O)c1cc(Cl)nc(Cl)c1)NCc1ccc2c(c1)OCO2 | 0% | . | 0% | -5% | 10 | . | 3% | . | -9 | . |
| COc1ccc(N2CCN(c3nc(=S)n(-c4ccccc4)c(C)c3C(C)=O)CC2)cc1 | 8% | 9% | . | 16% | -6 | 0% | 3% | -2 | 5 | 3 |

Remaining list, next part
| SMILES | BCR signal inh | CXXC DNA block | TCR activator | Tb PFK block | hERG WT inh | GALK inh | A-T KAP1 phos | TSHR antag | Giardia killer | FBPA coupling cs |
| --- | --- | --- | --- | --- | --- | --- | --- | --- | --- | --- |
| CSc1ccccc1C(=O)OCC(=O)NCCN1C(=O)CSC1=O | -4% | . | -4% | -1% | 5 | . | 4% | -7 | 8 | . |
| CCN(c1ccccc1)S(=O)(=O)c1ccc(C(=O)NC2CCN(Cc3ccccc3)CC2)cc1 | ? | . | 1%[46.1 µM] | -1% | 14 | . | 12% | -15 | 5 | . |
| CCOCCCNC(=O)c1c[nH]c2ccc(C)cc2c1=O | -3% | 4% | 2%[46.1 µM] | 5% | 14 | 0% | 0% | -11 | -15 | 3 |
| CC(=O)Nc1ccc(NC(=O)Nc2ccc3c(c2)N(C)C(=O)CS3)cc1 | 7% | 12% | -6% | -4% | 1 | 5% | 7% | 5 | 4 | 6 |
| COc1ccc2oc(=O)c(-c3cn4ccc(C)cc4n3)cc2c1 | 1% | -1% | -2% | 1% | 7 | 0% | 2% | 7 | 1 | -1 |
| O=C1CNC(=S)N1CCc1ccc(Cl)cc1 | 0% | -5% | -6% | 4% | 2 | -1% | -1% | -2 | 33[activator] | -3 |
| O=C(CSc1ccc(Br)cc1)NCC(c1cccs1)N1CCOCC1 (stereo not drawn) | 6% | . | -1% | -3% | 2 | . | 3% | -1 | -1 | . |
| O=C(Cc1csc(NC(=O)Nc2cccc(Cl)c2)n1)NCc1ccccn1 | ? | . | 7% | -8% | 6 | . | -1% | -7 | 13 | . |
| CCSc1nnc(NC(=O)CC(C)C)s1 | 3% | -2% | 1% | 9% | -9 | -1% | 7% | 30 | -2 | 4 |
| Cc1cc(O)ccc1NC(=S)NC(=O)c1cncc(Br)c1 | ? | 1% | 0% | 0% | -9 | 3% | 11% | -7 | -16 | 2 |
| COc1ccc2oc(C(=O)OCC(=O)N3CC(C)OC(C)C3)c(C)c2c1 (stereo not drawn) | 6% | 2% | -4% | 1% | 22 | -1% | 7% | -4 | -2 | 1 |
| O=C(NCCCN1CCOCC1)c1ccc(Sc2cccc(Cl)c2)c([N+](=O)[O-])c1 | 2% | 7% | 4% | 0% | -1 | 0% | -3% | 1 | 8 | 1 |
| CC(C)(C)c1ccccc1NC(=O)COC(=O)CN1C(=O)NC2(CCCC2)C1=O | 5% | . | -5% | 0% | 6 | . | -3% | -7 | 20 | . |
| COc1ccc(C(CNC(=O)c2ccc(S(=O)(=O)Nc3ccccc3C)cc2)N2CCOCC2)cc1 (stereo not drawn) | -8% | . | -4% | 2% | -3 | . | 2% | -7 | -28 | . |
| CCOc1ccc(C(=O)N(CC)CC(=O)Nc2ccc3c(c2)OCCO3)cc1 | 8% | . | . | 0% | -22 | . | 3% | -7 | -5 | . |
| Cc1c(Cl)cccc1NC(=O)CCCn1cnc([N+](=O)[O-])n1 | -9% | -2% | 2% | -3% | -2 | -7% | 1% | -3 | ? | 2 |
| O=C(CSc1nnc(-c2cccnc2)o1)Nc1nccs1 | ? | . | -2% | -19% | 2 | . | 5% | . | 16 | . |
| C=CCn1c(C)cc(-c2csc(NC(=O)CCc3nc4ccccc4c(=O)[nH]3)n2)c1C | 0% | . | 8% | 8% | 3 | . | -2% | -6 | -4 | . |
| COc1ccc(N(C(=O)c2snc(C(N)=O)c2N)C(C(=O)NC2CCCC2)c2ccco2)cc1OC (stereo not drawn) | 1% | 3% | -20% | 2% | -7 | 0% | 2% | -19 | 9 | -1 |
